Screens from PubChem BioAssay.
ARNT TACC3 PPI = ARNT/TACC3 interaction disruption; Q9Y6A5; AlphaScreen His-ARNT PAS-B/GST-TACC3 binding, luminescence; TACC3 fragment carries E629A point mutation; hit rate 0.66% among 390,000; inhibition, % at 9.99 µM;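 active means mean inhibition of replicates at least 50% and at least half of replicates each reaching 50%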;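 further: 0% = complete ARNT plus TACC3 wells and 100% = ARNT alone without TACC3; many hits fall short of the cut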
PAX8 reporter = PAX8 transcriptional activity inhibition | hit rate 1.2% among 360,000 | inhibition, % at 12.6 µM | RMG-I TPO-luciferase reporter, SteadyGlo, 24 h | AID 652154;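 active means mean replicate inhibition at least 60% with every replicate also reaching 60%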;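 further: luciferase light reporting Pax8 driven TPO promoter activity; plate controls were median of neutral control wells for no effect and mitoxantrone controls for full effect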
* hit, by the source's call. An excerpt; rates above refer to the full screens.

#1 NC(=O)CN1CCN(c2nc(-c3ccc(F)cc3)cs2)CC1
#2 COc1ccc(OCCOCCN2CCc3ccccc3C2)cc1
#3 CC(C)OC(=O)c1ccc(NC(=O)Cn2c(-c3nonc3N)nc3ccccc32)cc1
#4 COc1ccc(-n2cnnc2SCc2cnc(-c3ccccc3)s2)cc1
#5 Cc1ccc(S(=O)(=O)c2c(N)n(/N=C/c3ccco3)c3nc4ccccc4nc23)cc1
#6 COc1ccc(N2CCN(C(=O)CN(c3ccccc3)S(=O)(=O)c3ccc(OC)cc3)CC2)cc1
#7 Cc1cc(C)cc(CC2CC(=O)N(c3cc(C)on3)C2=O)c1 (stereo not drawn)
#8 Cn1nnc(NC(=O)CSc2ncn[nH]2)n1

| Screen / compound no. | 1 | 2 | 3 | 4 | 5 | 6 | 7 | 8 |
| --- | --- | --- | --- | --- | --- | --- | --- | --- |
| ARNT TACC3 PPI | 4 | 1 | -4 | 3 | -4 | 1 | -2 | 1 |
| PAX8 reporter | -24 | -3 | 8 | 8 | 37 | 3 | 6 | -7 |

#9 COC(=O)c1[nH]c2ccccc2c1NS(=O)(=O)c1ccc(F)c(C)c1
#10 CCNC(=O)COc1cc(C)c(Cl)c(C)c1
#11 C=CCn1c(CCNC(=O)c2cccs2)nnc1SCC(=O)c1ccc(Br)cc1
#12 COc1ccc(C(=O)N=c2nc3ccccn3s2)cc1
#13 CC(C)Cn1cnc2c(c(-c3ccccc3)c(-c3ccccc3)n2Cc2ccco2)c1=N
#14 Cc1ccc(C(=O)c2cc(C)sc2NC(=O)CN2CCN(C(=O)c3ccco3)CC2)cc1
#15 COc1ccc(/C(O)=C2\C(=O)C(=O)N(Cc3ccco3)C2c2ccc(OC)cc2OC)cc1 (stereo not drawn)
#16 CCOc1cc(C2C(C(=O)c3ccco3)=C(O)C(=O)N2CCc2ccccc2)ccc1O (stereo not drawn)

| Screen / compound no. | 9 | 10 | 11 | 12 | 13 | 14 | 15 | 16 |
| --- | --- | --- | --- | --- | --- | --- | --- | --- |
| ARNT TACC3 PPI | -2 | -2 | -9 | -5 | 8 | 7 | 3 | 4 |
| PAX8 reporter | -18 | -8 | -1 | 19 | 22 | 45 | -58 | -5 |

#17 Fc1ccc2c(Cl)c(-c3nnc(-c4cccs4)o3)sc2c1
#18 O=C1C(c2ccccc2)C(c2ccccc2)NC(c2ccccc2)C1c1ccccc1 (stereo not drawn)
#19 Cc1ccc(NNS(=O)(=O)c2ccc(C)cc2)cc1
#20 CCCCn1c(SCC(=O)N2CCCC2)nnc1-c1ccccc1
#21 CC(C)CCOc1ccc(NC(=O)C2OC3OC(C)(C)OC3C3OC(C)(C)OC23)cc1 (stereo not drawn)
#22 N#Cc1c2c(c(NCc3cccnc3)n3c1nc1ccccc13)CCC2
#23 COC(=O)C(NC(=O)C(NC(=O)c1ccccc1)C(C)C)C(C)C (stereo not drawn)
#24 Cc1ccc(Nc2nc(N)nc(CN3CCN(C)CC3)n2)cc1

| Screen / compound no. | 17 | 18 | 19 | 20 | 21 | 22 | 23 | 24 |
| --- | --- | --- | --- | --- | --- | --- | --- | --- |
| ARNT TACC3 PPI | -5 | -5 | 26 | -6 | 3 | 0 | -1 | 17 |
| PAX8 reporter | -217 | 19 | 27 | -10 | 22 | -2 | 2 | -11 |

#25 Cn1c(=O)cc(SCC(=O)NCc2ccco2)c2ccccc21
#26 Cn1nc(CC(=O)NCc2ccc(C(F)(F)F)cc2)c2ccccc2c1=O
#27 COc1cc(-c2nnc(Cn3cc(C(F)(F)F)ccc3=O)o2)cc(OC)c1OC
#28 CCOc1cc(NC(=S)Nc2cccc(OC)c2)c(OCC)cc1NC(=O)C1CC1
#29 O=C(c1ccccc1)c1ccc(N2CCOCC2)c(NC(=O)c2ccco2)c1
#30 O=C(COC(=O)c1ccc[nH]c1=O)c1ccc(Cl)s1
#31 CCOC(=O)c1c(N)sc(C(=O)Nc2ccc3c(c2)OCO3)c1C
#32 Cc1c(C)[n+](=O)c(-c2ccc(F)cc2)c(C)n1[O-]

| Screen / compound no. | 25 | 26 | 27 | 28 | 29 | 30 | 31 | 32 |
| --- | --- | --- | --- | --- | --- | --- | --- | --- |
| ARNT TACC3 PPI | 6 | -2 | 5 | 6 | -2 | 3 | -14 | -2 |
| PAX8 reporter | -8 | 18 | 11 | 0 | 21 | 13 | 53 | -4 |

#33 Cc1cccc2[nH]c3c(N4CCC5(CC4)OCCO5)ncnc3c12
#34 CCOC(=O)c1cc2cc(CC(=O)c3ccc(OCC)cc3O)ccc2o1
#35 Cc1cc(NC(=O)CCC(=O)N(Cc2ccco2)C2(C(=O)NC3CCCCC3)CCN(C)CC2)no1
#36 COc1ccc(CCN2C(=O)C3CC(C)=C(C)CC3C2=O)cc1OC (stereo not drawn)
#37 Cc1ccc(C)c(OCCOCCN2CC(C)OC(C)C2)c1C (stereo not drawn)
#38 Cc1ccc(S(=O)(=O)NC2=NCN(CCN3CCOCC3)CN2)cc1
#39 COc1ccc2c(C)cc(=O)[nH]c2c1
#40 O=C(Nc1ccsc1C(=O)NC1CCCCC1)c1ccc(F)cc1

| Screen / compound no. | 33 | 34 | 35 | 36 | 37 | 38 | 39 | 40 |
| --- | --- | --- | --- | --- | --- | --- | --- | --- |
| ARNT TACC3 PPI | -10 | -1 | 2 | -5 | -8 | -3 | 1 | -10 |
| PAX8 reporter | 23 | -13 | -10 | -20 | -4 | -8 | -6 | -6 |

Continuation.
Order of values – ARNT TACC3 PPI | PAX8 reporter
41	Cc1cccc2cc(CN(CCc3ccccc3)C(=O)N3CCOCC3)c3nnnn3c12
→ -1 | 4
42	COc1cccc(NC(=O)C2C3C=CC4(O3)C2C(=O)N(C2CC2)C4C(=O)NC2CCCCC2C)c1 (stereo not drawn)
→ 0 | 5
43	COc1cccc(-c2nnc(-c3ccc(C)o3)o2)c1
→ -7 | -103
44	Cc1oc(-c2ccc(Cl)cc2)nc1CS(=O)CC(=O)NCCCN(C)C1CCCCC1 (stereo not drawn)
→ 13 | 8
45	N#Cc1cc2c(=O)n3ccccc3nc2n(CCCN2CCOCC2)c1=O
→ 1 | -4
46	COc1cc(N)ccc1Cc1ccc(N)cc1OC
→ 0 | 9
47	COc1cc(C(=O)OC(C)C(=O)N2CCc3ccccc3C2)ccc1OCC(=O)N1CCOCC1 (stereo not drawn)
→ 1 | 15
48	CSc1ncc(C(=O)O)n1-c1ccc(F)cc1
→ 0 | 8
49	Cc1ccc2c(c1)nnn2C1CCN(S(C)(=O)=O)CC1
→ 10 | 11
50	COc1cccc(-c2nc(NC(C)(C)C)c3ccccc3n2)c1O
→ -1 | 33

19 compounds already listed, arranged by SMILES length, lowest first:
Order of values – ARNT TACC3 PPI | PAX8 reporter
39	COc1ccc2c(C)cc(=O)[nH]c2c1
→ 1 | -6
46	COc1cc(N)ccc1Cc1ccc(N)cc1OC
→ 0 | 9
48	CSc1ncc(C(=O)O)n1-c1ccc(F)cc1
→ 0 | 8
43	COc1cccc(-c2nnc(-c3ccc(C)o3)o2)c1
→ -7 | -103
37	Cc1ccc(C)c(OCCOCCN2CC(C)OC(C)C2)c1C (stereo not drawn)
→ -8 | -4
49	Cc1ccc2c(c1)nnn2C1CCN(S(C)(=O)=O)CC1
→ 10 | 11
40	O=C(Nc1ccsc1C(=O)NC1CCCCC1)c1ccc(F)cc1
→ -10 | -6
50	COc1cccc(-c2nc(NC(C)(C)C)c3ccccc3n2)c1O
→ -1 | 33
32	Cc1c(C)[n+](=O)c(-c2ccc(F)cc2)c(C)n1[O-]
→ -2 | -4
33	Cc1cccc2[nH]c3c(N4CCC5(CC4)OCCO5)ncnc3c12
→ -10 | 23
31	CCOC(=O)c1c(N)sc(C(=O)Nc2ccc3c(c2)OCO3)c1C
→ -14 | 53
34	CCOC(=O)c1cc2cc(CC(=O)c3ccc(OCC)cc3O)ccc2o1
→ -1 | -13
29	O=C(c1ccccc1)c1ccc(N2CCOCC2)c(NC(=O)c2ccco2)c1
→ -2 | 21
28	CCOc1cc(NC(=S)Nc2cccc(OC)c2)c(OCC)cc1NC(=O)C1CC1
→ 6 | 0
41	Cc1cccc2cc(CN(CCc3ccccc3)C(=O)N3CCOCC3)c3nnnn3c12
→ -1 | 4
44	Cc1oc(-c2ccc(Cl)cc2)nc1CS(=O)CC(=O)NCCCN(C)C1CCCCC1 (stereo not drawn)
→ 13 | 8
47	COc1cc(C(=O)OC(C)C(=O)N2CCc3ccccc3C2)ccc1OCC(=O)N1CCOCC1 (stereo not drawn)
→ 1 | 15
35	Cc1cc(NC(=O)CCC(=O)N(Cc2ccco2)C2(C(=O)NC3CCCCC3)CCN(C)CC2)no1
→ 2 | -10
42	COc1cccc(NC(=O)C2C3C=CC4(O3)C2C(=O)N(C2CC2)C4C(=O)NC2CCCCC2C)c1 (stereo not drawn)
→ 0 | 5

Later entries
Order of values – ARNT TACC3 PPI | PAX8 reporter
51	COc1cccc(C2N(c3ccc(Cl)c(Cl)c3)C(=O)C3CCCN32)c1OC (stereo not drawn)
→ 2 | 9
52	CCOC(=O)c1ccc(N2N=C(C)/C(=C/C=C/c3ccco3)C2=O)cc1
→ 3 | 5
53	CCn1cc(/C=N\NC(=O)c2csc3ccccc23)c(C)n1
→ 2 | -39
54	CCc1ccc(-c2nc(CSCC(=O)N3CCN(c4ccccn4)CC3)c(C)o2)cc1
→ 6 | 25
55	CC(=O)N1CCN2C(=O)C1CCCC(=O)c1cc(C3CCCCC3)ccc12 (stereo not drawn)
→ -11 | 5
56	O=C(CN1CCC(C(=O)c2ccc(F)cc2)CC1)Nc1ccc(F)cc1
→ 4 | 17
57	CCSc1nc2ccccc2n1C(=O)/C=C\c1ccc(OC)c(OC)c1
→ -3 | 70*
58	CC1CC(C)CN(C(=O)CN2CCN(Cc3ccc(Cl)cc3)C2=O)C1 (stereo not drawn)
→ -7 | 2
59	CC(C)CSc1nnc(N)s1
→ -6 | 7
60	C[C@H](NC(=O)c1ccco1)C(=O)Nc1ccc(S(=O)(=O)N2CCCC2)cc1
→ 15 | -1
61	C/C(=C\c1cc(C(=O)O)c(C)o1)CO
→ 16 | -23
62	COc1cccc(-c2nc3n(n2)C(c2ccc4c(c2)OCO4)C(C(N)=O)=C(C)N3)c1 (stereo not drawn)
→ 0 | -36
63	Cc1nc(N)sc1-c1nnc(SCC(=O)Nc2ccccc2C(F)(F)F)n1C
→ -5 | 6
64	O=C(NC1CCCC1)C1C2C=CC(C2)C1C(=O)N1CCOCC1 (stereo not drawn)
→ -23 | -29
65	CC12CCC(=O)N1C(C(=O)OCC(=O)Nc1sccc1C#N)CS2 (stereo not drawn)
→ -11 | 15
66	Cc1cccc(-c2noc(-c3ccc(F)cc3)n2)c1
→ -1 | -20
67	COc1ccccc1N1CCN(C(=O)CN(c2ccccc2OC)S(=O)(=O)c2ccccc2)CC1
→ -4 | -2
68	O=C(O)C1CC(=O)N(CCc2c[nH]c3ccccc23)C1 (stereo not drawn)
→ 2 | -12
69	Cc1c(=O)n(OCc2ccccc2F)c2ccccc2[n+]1[O-]
→ -38 | 16
70	Cc1cc(C)n(S(=O)(=O)c2cc(C)c(C)cc2C)n1
→ -4 | 4
71	CCNC(=O)CSc1nc2ccccc2c(=O)n1CCCOC(C)C
→ -5 | 2
72	CCOc1ccccc1CNCCO
→ -3 | -2
73	CCOC(=O)c1c(C=O)c(C)n(Cc2ccc(Cl)cc2)c1C
→ -7 | 12
74	Cn1cccc1C(=O)NC(=O)COC(=O)Cc1coc2ccc3ccccc3c12
→ 0 | 21
75	Nc1nc(-c2ccc(F)cc2)cc(C(F)(F)F)n1
→ 44 | -4
76	CCNc1nc(NCC)nc(N(C)N)n1
→ 70* | -18
77	O=C1CN(C(=O)COC(=O)c2ccccc2NC(=O)c2ccco2)c2ccccc2N1
→ 11 | -2
78	Cc1ccc(C2(C(F)(F)F)NC(=O)N3C(=C2C#N)Nc2ccccc23)cc1 (stereo not drawn)
→ -3 | 3
79	CC12CC(c3ccccc3O1)N(C(=O)c1ccco1)C(=S)N2c1ccccc1 (stereo not drawn)
→ 6 | 44
80	COc1ccc(CCNC2=NCC(C)S2)cc1 (stereo not drawn)
→ -1 | 0
81	COc1ccc(NC(=O)c2sc(SCc3ccccc3)nc2N)cc1
→ -5 | 4
82	CCOC(=O)c1[nH]c2ccc(OC)cc2c1NC(=O)c1ccc2c(c1)OCO2
→ 2 | -4
83	COc1ccccc1Nc1nc(N)nc(CSc2nc(C)cc(C)n2)n1
→ 6 | 0
84	COc1ccc(OCC(=O)N2CCN(C(=O)COc3ccccc3)CC2)cc1
→ -4 | 1
85	FC(F)(F)c1cccc(Oc2nc(-c3ccccc3)nnc2C(F)(F)F)c1
→ -5 | -9
86	CCN(CC)S(=O)(=O)c1cc(C(=O)O)c(Cl)cc1Cl
→ -4 | -13
87	CC(=O)c1c(C)nn(CC(O)Cn2c3c(c4cc(C)ccc42)CCCC3=O)c1C (stereo not drawn)
→ 5 | 19
88	CCN(CC)S(=O)(=O)c1csc(C(=O)NC2CCCCC2)c1
→ 0 | 4
89	CC(C)(C)C(=O)Nc1nnc(SCC(=O)NCc2cccs2)s1
→ -2 | -6
90	O=C(c1cn(-c2ccccc2)nc1-c1ccc(Cl)s1)N1CCOCC1
→ 9 | 4
91	Cc1ccc2cccc(Oc3cnccn3)c2n1
→ -2 | 10
92	O=C(O)CCCCCNC(=O)CCn1cnc2ccccc2c1=O
→ 0 | 0
93	Cc1cc(C(=O)Nc2nc3c(s2)CCCC3)no1
→ -6 | -37
94	Cc1cc(NC(=O)NC(=O)c2cccc(OC(F)(F)C(F)F)c2)n[nH]1
→ -1 | -107
95	N#CCc1ccc(NS(=O)(=O)c2cccs2)cc1
→ 0 | -7
96	O=C(COc1ccc2ccccc2c1)NC1CC1
→ -9 | -141
97	Cc1nn(-c2cccc3cccnc23)c(=O)c2ccccc12
→ 6 | 3
98	Cc1ccc(CC(CC(=O)O)C(=O)NC2CCCCC2)cc1 (stereo not drawn)
→ -1 | 9
99	CC1CN(Cc2cc(=O)[nH]c(C(C)C)n2)CC(C)O1 (stereo not drawn)
→ 28 | 0
100	CC(C)(C)N1C(=O)c2ccccc2NC(=O)N1Cc1ccc(Br)cc1
→ 7 | -8
